# Screening data as filed in PubChem.
# USP7 inh: inhibitors of human USP7 deubiquitinase; Ubiquitin carboxyl-terminal hydrolase 7 (Homo sapiens), Q93009; purified USP7, Ub-rhodamine cleavage fluorescence; inhibition, % at 20 µM; 47,000 tested, 0.3% active
# UCHL1 block: inhibitors of human UCHL1 deubiquitinase. purified UCHL1, Ub-rhodamine cleavage fluorescence. inhibition, % at 20 µM. 47,000 tested, 0.2% active
# USP10 inh: inhibitors of human USP10 deubiquitinase; AID 1645856, 2021; 47,000 tested, 1.1% active; purified USP10, Ub-rhodamine fluorescence, 60 min; inhibition, % at 20 µM
# OTUD3 block: inhibitors of human OTUD3 deubiquitinase; purified OTUD3, Ub-rhodamine fluorescence, 2 h; inhibition, % at 25 µM; 47,000 tested, 0.7% active; AID 1645858, 2021
# Target sequence (Q5T2D3 whole entry, looked up): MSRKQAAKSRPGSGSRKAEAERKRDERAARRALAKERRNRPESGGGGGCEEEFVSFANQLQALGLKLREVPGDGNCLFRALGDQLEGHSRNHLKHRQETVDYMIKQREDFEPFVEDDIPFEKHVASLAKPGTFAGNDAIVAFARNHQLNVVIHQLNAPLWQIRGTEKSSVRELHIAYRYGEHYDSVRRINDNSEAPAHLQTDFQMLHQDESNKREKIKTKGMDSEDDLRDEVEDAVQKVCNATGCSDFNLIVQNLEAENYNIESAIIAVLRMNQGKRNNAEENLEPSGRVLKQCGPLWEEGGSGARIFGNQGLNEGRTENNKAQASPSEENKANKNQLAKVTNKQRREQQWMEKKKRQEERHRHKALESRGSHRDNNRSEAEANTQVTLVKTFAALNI
# USP8 block: inhibitors of human USP8 deubiquitinase; Ubiquitin carboxyl-terminal hydrolase 8 (Homo sapiens), P40818; purified USP8, Ub-rhodamine cleavage fluorescence, 30 min; inhibition, % at 20 µM; 47,000 tested, 4.2% active
# USP28 block: inhibitors of human USP28 deubiquitinase. Ubiquitin carboxyl-terminal hydrolase 28 (Homo sapiens), Q96RU2. AID 1645857, 2021. 47,000 tested, 3% active. inhibition, % at 25 µM. purified USP28, Ub-rhodamine cleavage fluorescence, 30 min
# USP30 inh: inhibitors of human USP30 deubiquitinase. Ubiquitin carboxyl-terminal hydrolase 30 (Homo sapiens), Q70CQ3. purified USP30, Ub-rhodamine cleavage fluorescence. inhibition, % at 25 µM. 47,000 tested, 5.3% active
# USP17 block: inhibitors of human USP17 deubiquitinase; Ubiquitin carboxyl-terminal hydrolase 17-like protein 5 (Homo sapiens), A8MUK1; purified USP17, Ub-rhodamine cleavage fluorescence, 3 h; inhibition, % at 50 µM; 47,000 tested, 6.5% active
# Target sequence (A8MUK1 whole entry, looked up): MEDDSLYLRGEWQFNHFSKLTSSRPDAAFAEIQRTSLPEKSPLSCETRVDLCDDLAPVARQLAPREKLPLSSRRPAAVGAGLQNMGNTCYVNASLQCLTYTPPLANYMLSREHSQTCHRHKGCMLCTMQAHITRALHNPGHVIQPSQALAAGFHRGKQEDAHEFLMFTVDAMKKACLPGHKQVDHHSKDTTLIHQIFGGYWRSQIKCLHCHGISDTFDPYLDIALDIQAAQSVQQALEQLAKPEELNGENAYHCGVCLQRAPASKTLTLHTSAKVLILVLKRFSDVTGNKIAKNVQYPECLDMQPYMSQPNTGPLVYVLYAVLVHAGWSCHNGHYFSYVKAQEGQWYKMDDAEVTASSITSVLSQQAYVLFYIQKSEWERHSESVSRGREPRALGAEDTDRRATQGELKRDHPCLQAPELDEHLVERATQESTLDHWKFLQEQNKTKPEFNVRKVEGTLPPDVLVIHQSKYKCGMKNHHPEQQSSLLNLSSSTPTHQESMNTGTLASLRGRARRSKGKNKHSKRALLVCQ
# Active calls of the source: *; . = not tested or not shown. No stated cut-off is given here; in the data, active means inhibition above about 30%; inactive means the rest.
SMILES,USP7 inh,UCHL1 block,USP10 inh,OTUD3 block,USP8 block,USP28 block,USP30 inh,USP17 block
COc1ccc(/C=C/C(=O)N2c3ccc(F)cc3CCC2C)cc1 (stereo not drawn),0.9,1.9,4.8,-2.8,4.3,-2.2,-22.3,3.1
Cn1cccc1CN1CCC2(CC1)CN(Cc1ccccn1)C(=O)CO2,.,-9.1,-5.4,-32.7,-27.6,-31.8,-141.3,-16.9
Fc1ccc(-c2cnc(N3CCN(c4ccccn4)CC3)nc2)cc1,3.1,-0.3,-5.9,16.2,16.6,8.5,30.7*,19.3
CCCCc1nc2sc3c(SCC(=O)Nc4ccc(Br)cc4)ncnc3c2c2c1CCC2,-1.5,-2.0,-3.5,-4.8,-6.4,-5.5,0.0,-3.3
COCCCn1c(C(=O)NCCCO)cc2c(=O)n3cccc(C)c3nc21,0.3,-2.8,0.8,-5.0,0.2,-7.2,-6.7,-0.4
C[C@]12CCC(=O)[C@@]1(C)CC[C@]2(O)C#Cc1ccccc1,-8.9,-0.3,0.3,-0.1,0.3,-1.5,-0.2,-0.3
Cc1ncc(CN2CCc3nc(-c4ccccn4)[nH]c(=O)c3C2)cn1,1.0,-2.7,-1.7,7.2,-0.3,-15.6,-27.7,-59.5
Cc1ccccc1OCCCn1c(C2CC(=O)N(Cc3ccccc3)C2)nc2ccccc21 (stereo not drawn),-4.3,9.6,18.2,20.4,9.4,15.2,48.6*,18.6
O=C(O)CCC(=O)N1CCN(c2nc(-c3cccnc3)nc3ccccc23)CC1,3.3,-2.0,4.7,-3.6,-0.8,-8.5,-0.9,.
Cc1nn(C)cc1NC(=O)CN1[C@H](Cc2ccccc2)C[C@]2(C)NC(=O)CCC[C@H]12,2.3,1.8,2.9,11.6,19.3,10.0,11.0,11.2
Cc1ccc(C(CNC(=O)COc2ccccc2)N2CCCCC2)o1 (stereo not drawn),-3.8,-4.3,-0.3,-4.5,-1.7,-12.5,-18.5,-1.9
Cc1nn(-c2ccccc2)c2c1nc(CCC(=O)NCc1ccccc1F)c(=O)n2C,6.1,2.0,0.0,13.2,-10.4,14.0,42.8*,12.8
N#Cc1cccc(C(=O)N2CCN3C[C@@H](C(N)=O)[C@H](c4ccccc4)[C@H]3C2)c1,3.1,4.0,1.0,13.9,15.1,12.0,14.2,11.8
O=C1CC(NS(=O)(=O)c2ccc3c(c2)OCCO3)CN1c1ccc(F)cc1 (stereo not drawn),-3.0,0.0,-0.2,2.5,5.1,2.6,0.8,2.7
Fc1ccc(Oc2nc(CN3CCOCC3)nc3sc4c(c23)CCC4)cc1Cl,-26.9,1.5,0.2,18.0,15.7,11.2,10.2,12.5
C=CCOc1ccc(C2N3CC4(CCC)CN2CC(CCC)(C3)C4=O)cc1 (stereo not drawn),0.9,-0.1,1.8,-0.4,-7.3,-8.0,-4.5,-5.0
Cn1c(CN2CCOCC2)nnc1SCC(=O)Nc1ccc(Cl)cc1,-15.2,-2.8,-1.9,-4.2,-0.6,-3.6,-10.0,-1.0
Cc1ccc(-c2c3c(=O)n(C)c(=O)n(C)c3cn2CCCN2CCOCC2)cc1,7.2,3.1,1.5,3.8,-1.5,8.5,14.5,5.1
COc1cccc(C(C(=O)NC2CCCC2)N(Cc2ccccc2OC)C(=O)c2ccco2)c1 (stereo not drawn),-1.1,-2.1,2.9,0.5,9.5,-4.7,5.0,0.6
CCOC(=O)C1CCN(C(=O)COc2ccc3c(=O)c(Oc4ccc(F)cc4)c(C)oc3c2)CC1,-1.4,0.6,-3.6,0.0,-2.1,3.3,30.2*,0.2
Nc1nc(O)c(C2=C3C(=Nc4ccccc43)C(=O)NCC2)[nH]1,8.8,2.5,3.2,4.8,7.9,6.0,11.7,1.1
Clc1ccc2nc(-c3ccccc3)cn2c1,-10.3,-4.4,-6.8,-6.7,-22.0,-18.2,-43.7,-13.0
O=C(Nc1ccc2c(c1)nc1n2CCSC1)c1ccccc1Cl,-2.2,-1.6,-6.2,9.2,-18.9,.,.,19.7
O=C(NCCN1CCN(C(=O)c2c(F)cccc2F)CC1)C(=O)Nc1ccc(F)cc1,1.3,0.7,-2.6,0.7,0.3,-0.4,7.5,-0.7
CN1C[C@@H](NC(=O)NCc2ccccc2)C[C@H]1c1nc(-c2ccccc2)no1,-8.7,-2.0,-1.9,-0.2,-18.5,-2.6,-0.3,-6.3

# Further structures follow.
SMILES,USP7 inh,UCHL1 block,USP10 inh,OTUD3 block,USP8 block,USP28 block,USP30 inh,USP17 block
O=S1(=O)CCN(Cc2c(F)cccc2F)c2c(F)nc(N3CCOCC3)c(F)c21,-5.0,9.4,5.7,0.5,92.7*,1.5,2.6,66.5*
CCc1nc2c(NC(=O)c3ccc4c(c3)OCO4)cccn2n1,7.8,1.3,-1.1,2.9,-1.7,-5.1,-10.8,-16.4
CC1=CC2=NC(=O)CC(C)(C(=O)NCCCc3ccccn3)N2C=C1 (stereo not drawn),2.2,-0.2,0.0,-3.2,0.0,-2.0,4.7,-6.7
CC(=O)N1CCN(Cc2cc3c(C)nn(-c4ccc(F)cc4)c3[nH]c2=O)CC1,-0.8,-3.0,2.3,-7.5,6.1,-13.1,-46.2,-7.5
O=C1N[C@H]2OCC[C@H]2[C@H](C2CCN(C(=O)c3ccc(=O)[nH]c3)CC2)N1,-2.3,0.3,0.8,-0.7,-46.9,-6.0,-20.0,-9.5
COc1ccc(/C=C/C(=O)Nc2ccc(Cl)c(-c3nc4ncccc4o3)c2)cc1,11.7,2.3,23.8,-5.4,58.0*,8.8,12.1,0.0
COc1ccc(NC(=O)C2=CC(c3ccccc3OC)=NS(=O)(=O)N2C)cc1OC,-144.6,2.8,2.1,-3.1,-29.9,-0.1,1.3,.
CCOC(=O)c1[nH]c(C)c(CN(Cc2ccco2)C(=O)C2CCCCC2)c1C,0.8,6.6,2.2,-34.5,4.5,-34.1,-121.1,4.3
Cc1c(C(=O)N2CCOCC2)cnn1-c1cc(-c2nc(C(C)(C)C)no2)ccn1,-2.2,1.1,-1.0,3.9,1.8,0.0,15.4,-1.2
CCOc1ccccc1NC(=O)c1ccc2c(c1)CC(c1ccccc1)OC2=O (stereo not drawn),-35.4,1.9,3.2,2.6,6.5,0.0,-50.5,-1.9
COc1ccc(-c2[nH]nc3c2C(c2cccc(OC)c2OC)CC(=O)O3)cc1 (stereo not drawn),-14.5,-0.6,0.4,-7.3,0.0,-7.7,-5.4,-14.5
N#Cc1ccc(C(=O)NCC(=O)N2CCCc3ccccc32)cc1,-1.2,0.3,-2.7,9.8,3.4,4.0,-6.3,3.0
Cc1cccc(OC(C)c2nc(-c3cccnc3)no2)c1 (stereo not drawn),-0.3,2.3,1.5,12.5,21.5,15.4,8.8,12.2
O=C1NC2(CCN(S(=O)(=O)c3ccc(Cl)cc3)CC2)Nc2ccccc21,7.0,-1.6,6.1,-9.2,16.8,-30.6,-8.0,-0.8
O=C(COC(=O)c1ccc(F)c(S(=O)(=O)N2CCOCC2)c1)NC1CCCCC1,4.9,0.3,1.5,7.8,4.7,7.8,-0.2,8.9
COc1ccc(OC)c(NC(=O)Cn2c(=O)n(CC3CCC(C(=O)NCCc4ccccc4)CC3)c(=O)c3ccccc32)c1 (stereo not drawn),8.6,-0.1,29.4,93.3*,22.3,22.7,36.5*,39.4*
O=C(O)c1ccccc1C(=O)Nc1ccc(SC(C(=O)Nc2cccc(Cl)c2Cl)c2ccccc2)cc1 (stereo not drawn),-1.7,-1.2,5.0,-9.8,-32.6,-3.9,-83.2,-6.0
Cc1ncc(C(=O)NCc2ccc3c(c2)OCO3)c(C)n1,0.3,0.4,-1.7,-0.7,-0.6,-4.8,3.4,-0.5
Cc1cc(=O)n2c(n1)NC(N1CCc3ccccc31)=NC2c1cccnc1 (stereo not drawn),1.4,-1.4,-3.4,6.0,15.9,1.8,13.0,5.4
O=c1[nH]c2c(cnn2Cc2ccccc2)c(O)c1-c1nc(-c2ccc(F)cc2)no1,2.7,-1.3,-1.9,-3.1,-9.4,-2.3,-5.0,-10.7
Cc1noc(C)c1C1CCCN1S(=O)(=O)c1ccc(F)cc1 (stereo not drawn),0.0,-0.3,-2.2,6.7,4.9,4.4,9.1,4.2
CC(C)NC(=O)Cn1cnn2cc3c(c2c1=O)CCCC3,-2.8,-2.4,-0.1,-10.9,-4.3,0.0,0.2,-7.0
CCN(CC)C(=O)CC[C@H]1CNC(=O)[C@@H]2[C@@H](CCN2Cc2ccccn2)N1C,-0.2,-3.4,-0.2,5.1,-91.5,-16.4,-8.3,-73.9
Cc1ccc(-c2cc(=O)oc(-c3ccc(Br)cc3)n2)cc1,4.3,5.9,8.1,-3.4,1.3,-8.6,-104.2,0.5
CCn1ccc(C(=O)N2CCCCC2c2nnc(-c3nccc4ccccc34)o2)n1 (stereo not drawn),0.0,1.1,0.0,2.0,8.1,3.3,5.9,0.1

# (further entries)
SMILES,USP7 inh,UCHL1 block,USP10 inh,OTUD3 block,USP8 block,USP28 block,USP30 inh,USP17 block
CCC(C)Nc1ncnc2c1sc1nc(N3CCOCC3)c3c(c12)CC(C)(C)OC3 (stereo not drawn),7.8,5.8,6.6,8.6,12.4,11.1,28.8,.
CC(C)(C)c1noc(Cc2nnc(-c3ccc(F)cc3)o2)n1,-0.3,-1.3,-3.7,-0.5,0.5,-0.2,-14.6,-3.1
O=C(c1cnn(-c2ccc(Cl)cc2)n1)c1cccs1,2.4,0.0,3.0,-4.9,2.7,-7.0,-14.3,29.5
CCC(=O)Oc1ccc(/C=C(\C#N)c2nnc3n2CCCCC3)cc1,0.0,-2.2,-3.2,-9.9,-5.9,-6.7,-1.5,-2.8
CC(=O)N[C@@H]1C[C@@H](Oc2cccnc2)[C@H](O)[C@H]1N1CCCCC1,1.5,-1.5,2.9,-5.6,-0.4,-2.4,-8.8,-2.8
CCc1cccc(NC(=O)c2c(N3CCCC3=O)c3cc(F)ccc3n2C)c1,-0.6,4.4,3.3,2.5,-5.2,7.5,0.2,4.1
CCC1OC(O)(C(C)C(O)C(C)C2OC(=O)/C(C)=C/C(C)=CC(C)C(O)C(C)C/C(C)=C/C=C/C2OC)CC(OC(=O)/C=C/C(=O)NC2=C(O)CCC2=O)C1C (stereo not drawn),26.5,5.2,38.6*,32.0*,17.1,33.8*,12.1,74.2*
O=S(=O)(c1ccccc1)N1CCC(c2nc(-c3ccccc3)no2)C1 (stereo not drawn),1.9,4.4,3.1,2.7,0.2,.,.,15.5
Cc1cc(C)c(NC(=O)CN2C(=O)CSC(C)C2=O)c(C)c1 (stereo not drawn),0.0,-1.9,-0.3,-2.0,-1.8,-12.1,-16.5,-5.0
Cc1cc(C)nc(SCc2cn3cc(Br)ccc3n2)n1,7.1,6.4,0.4,4.2,0.1,21.7,4.1,-9.7
Nc1cc(-c2cc(-c3ccccc3)c(C(F)(F)F)s2)[nH]n1,0.3,-1.0,0.1,-2.6,-322.1,-1.0,-5.8,-25.3
Cc1cc(C)n2nc(CNC(=O)c3ccc(Br)o3)nc2n1,0.0,-5.3,-1.7,-5.8,2.2,-15.0,-28.8,-5.9

# A different layout for part of the listing above.
smiles	USP7 inh	UCHL1 block	USP10 inh	OTUD3 block	USP8 block	USP28 block	USP30 inh	USP17 block
O=c1[nH]c2c(cnn2Cc2ccccc2)c(O)c1-c1nc(-c2ccc(F)cc2)no1	2.7	-1.3	-1.9	-3.1	-9.4	-2.3	-5.0	-10.7
Cc1noc(C)c1C1CCCN1S(=O)(=O)c1ccc(F)cc1 (stereo not drawn)	0.0	-0.3	-2.2	6.7	4.9	4.4	9.1	4.2
CC(C)NC(=O)Cn1cnn2cc3c(c2c1=O)CCCC3	-2.8	-2.4	-0.1	-10.9	-4.3	0.0	0.2	-7.0
CCN(CC)C(=O)CC[C@H]1CNC(=O)[C@@H]2[C@@H](CCN2Cc2ccccn2)N1C	-0.2	-3.4	-0.2	5.1	-91.5	-16.4	-8.3	-73.9
Cc1ccc(-c2cc(=O)oc(-c3ccc(Br)cc3)n2)cc1	4.3	5.9	8.1	-3.4	1.3	-8.6	-104.2	0.5
CCn1ccc(C(=O)N2CCCCC2c2nnc(-c3nccc4ccccc34)o2)n1 (stereo not drawn)	0.0	1.1	0.0	2.0	8.1	3.3	5.9	0.1
CCC(C)Nc1ncnc2c1sc1nc(N3CCOCC3)c3c(c12)CC(C)(C)OC3 (stereo not drawn)	7.8	5.8	6.6	8.6	12.4	11.1	28.8	.
CC(C)(C)c1noc(Cc2nnc(-c3ccc(F)cc3)o2)n1	-0.3	-1.3	-3.7	-0.5	0.5	-0.2	-14.6	-3.1
